From PubChem BioAssay
GSK3A inh = blockers of GSK3A enzyme activity – biochemical, luminescence, cell-free homogeneous, HTS, primary screen. Glycogen synthase kinase-3 alpha (Homo sapiens), P49840. GSK-3 alpha kinase, ADP-Glo luminescence, 60 min. inhibition, % at 10 µM. 0.1% of 320,000 active;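 in the data active means inhibition above about 50%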;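 further: GST-tagged GSK-3 alpha with peptide substrate and 25 µM ATP; 0% = DMSO neutral wells and 100% = GW8510 positive control wells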
HSF1 inh = HSF1 inhibitors in luciferase reporter cells, primary screen, cell-based, NIH3T3, luminescence; NIH3T3-HGL HSE-luciferase, MG132-induced, luminescence 8 h; stronger effect = lower value; activity change, negative = inhibition, % at 7.5 µM (by protocol); 0.77% of 300,000 active; AID 2098, 2009;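 active means more than half of replicate wells show activity change below -50%, luminescence cut by over half; inconclusive means some wells, but at most half, below -50%; inactive means no replicate well below -50%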;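 further: luciferase reports HSF-1 transcriptional activity via heat shock element; 0% = median of DMSO wells and -100% = zero luminescence signal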
GSK3B inh = human GSK3beta kinase inhibitors, primary screen, biochemical, cell-free homogeneous, HTS; Glycogen synthase kinase-3 beta (Homo sapiens), P49841; GST-GSK3beta kinase, ADP-Glo luminescence, 60 min; stronger effect = lower value; activity score (negative = inhibition), % at 10 µM; 0.038% of 300,000 active;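 active means more than half of replicate wells score below -50%, meaning over 50% inhibition versus plate controls; inconclusive means some replicates but at most half score below -50%; inactive means no replicate scores below -50%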;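 further: 0% = median DMSO wells and -100% = median GW8510 positive control wells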
Target sequence (P49841 whole entry, looked up): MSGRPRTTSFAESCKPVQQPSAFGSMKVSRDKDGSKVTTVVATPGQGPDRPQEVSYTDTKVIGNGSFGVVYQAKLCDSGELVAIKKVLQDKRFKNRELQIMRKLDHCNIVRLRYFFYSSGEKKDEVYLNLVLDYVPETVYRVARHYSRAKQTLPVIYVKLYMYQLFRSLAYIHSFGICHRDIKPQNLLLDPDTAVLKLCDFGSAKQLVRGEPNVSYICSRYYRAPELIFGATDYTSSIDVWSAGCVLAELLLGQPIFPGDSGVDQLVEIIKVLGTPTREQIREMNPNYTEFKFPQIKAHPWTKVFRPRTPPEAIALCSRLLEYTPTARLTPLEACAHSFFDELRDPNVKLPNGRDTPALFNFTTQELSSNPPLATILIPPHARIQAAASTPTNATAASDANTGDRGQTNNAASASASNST
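test system = GST-tagged human GSK3beta kinase, cell-free | reagent = 25 µM ATP with peptide substrate | dosing = one dose of 10 µM per compound | schedule = 60 min reaction, RT | detection = luminescent ADP-Glo measurement of ADP formed | control set = DMSO neutral wells and GW8510 at 20 µM as positive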
HDAC3 inhib = HDAC3 deacetylase inhibitors, primary screen, biochemical, fluorescence, cell-free homogeneous; inhibition, % at 8.3 µM; Histone deacetylase 3 (Homo sapiens), O15379; recombinant HDAC3, fluorogenic peptide/trypsin coupled; AID 2718, 2010; 0.15% of 320,000 active; in the data active means inhibition above about 26%, passing the limit was not always enough; inconclusive means no clear call, values can overlap the other calls
Target sequence (O15379 whole entry, looked up): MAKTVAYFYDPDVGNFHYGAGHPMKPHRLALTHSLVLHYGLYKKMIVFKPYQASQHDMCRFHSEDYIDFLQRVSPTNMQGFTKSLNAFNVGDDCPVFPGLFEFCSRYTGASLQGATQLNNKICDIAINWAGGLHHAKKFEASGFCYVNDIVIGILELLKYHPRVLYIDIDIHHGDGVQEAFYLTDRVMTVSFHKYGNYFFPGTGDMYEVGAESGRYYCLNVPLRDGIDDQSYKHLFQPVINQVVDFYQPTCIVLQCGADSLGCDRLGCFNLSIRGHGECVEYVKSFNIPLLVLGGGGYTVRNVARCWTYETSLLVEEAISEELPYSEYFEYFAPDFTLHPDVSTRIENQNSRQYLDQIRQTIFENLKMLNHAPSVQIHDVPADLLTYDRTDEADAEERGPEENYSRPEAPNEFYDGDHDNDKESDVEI
PolyA inhibitor = polyadenylation inhibitors in yeast reporter cells, primary screen, luminescence, S. cerevisiae | S. cerevisiae SKY197-pL101 polyadenylation reporter, beta-gal luminescence; efflux-impaired pdr1/pdr3 knockout yeast; score 100 = 6 SD above DMSO | calls only at 12 µM | 0.02% of 300,000 active | AID 1875, 2009;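 active means lowest replicate activity score at least 50, where 100 means six control SD above control mean; inconclusive means lowest score under 50 but half or more replicates reach 50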;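 further: yeast exposed to compound for 9 h at 30 °C; higher score means more reporter readthrough which indicates perturbed polyadenylation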
HSP90 inh = HSP90 inhibitors, primary screen, cell lysate, luminescence; Heat shock protein HSP 90 (rabbit reticulocyte lysate; luciferase refolding); Rabbit reticulocyte lysate, luciferase refolding luminescence, 3 h; inhibition, % at 5.6 µM; 0.91% of 290,000 active;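 active means inhibition above the screen-wide mean plus 3 SD, computed separately per campaign, cut at about 16% in these data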;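 further: 0% = DMSO wells and 100% = 60 µM geldanamycin wells; inhibitors lower the luminescence because luciferase stays unfolded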
DYRK1A inh = rat Dyrk1A kinase inhibitors, primary screen, biochemical, single point, plate reader. Dual specificity tyrosine-phosphorylation-regulated kinase 1A (Rattus norvegicus), Q63470. inhibition, % at 12.5 µM. 0.43% of 310,000 active. ADP-Glo luminescence, NFATc1 peptide. AID 504441, 2011; in the data active means inhibition above about 50%;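 further: plate controls were vehicle with enzyme for no effect and no enzyme for full effect; many of its hits are not listed in these tables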
Platelet DG rel = inhibitors of platelet dense granule secretion, primary screen, cell-based, MLPCN, human platelets. human platelet-rich plasma, SFLLRN dense granule ATP release, luminescence. inhibition, %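 (compounds screened at 7.5 µM in platelet-rich plasma)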. 0.22% of 300,000 active. AID 1663, 2009;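 active means mean replicate score, as percent of positive control, at or above 50; inconclusive means mean below 50 but at least one replicate at or above 50; inactive means mean and every replicate below 50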
HSF1 activator = HSF-1 activators, primary screen, NIH3T3-HGL cells, MG132 stress, luminescence, single point | 1.7% of 300,000 active | NIH3T3-HGL HSF-1 luciferase reporter, 8 h; 100% = twice DMSO control signal | activation, % at 9 µM | AID 504408, 2011;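 active means mean replicate activation of at least 50% with a set share of replicates each reaching 50%; inconclusive means only one of those two conditions met; inactive means mean below 50% and too few replicates reaching it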;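 further: 0% = median of the neutral control wells and 100% = twice that signal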
AI-2 QS modul = Vibrio harveyi AI-2 quorum sensing modulators, primary screen, JMH597 strain, luminescence/OD600 ratio. Vibrio harveyi JMH597 AI-2 luminescence/OD600 ratio, 9 h; stronger effect = lower value; strain lacks LuxN and CqsS sensors; 0 = neutral-control median. activity change, % at 7.5 µM. 0.4% of 300,000 active. AID 2094, 2009; in the data active means activity change below about -75%, passing the limit was not always enough; inconclusive means no clear call, values can overlap the other calls;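 further: luminescence divided by OD600 gain over 9 h not by final OD600 alone; inactives centre near 13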
* = called active by the depositor; i = inactive; ? = inconclusive; · = not tested or not shown.

SMILES | GSK3A inh | HSF1 inh | GSK3B inh | HDAC3 inhib | PolyA inhibitor | HSP90 inh | DYRK1A inh | Platelet DG rel | HSF1 activator | AI-2 QS modul
CCc1nc(SCC(=O)N2CCN(C(=O)c3ccco3)CC2)c2c3c(sc2n1)CCCC3 | 0 | 9 | 2 | 0 | i | -1 | -3 | -4 | 11 | 8
O=C(CN1CCN(C(=O)C2CCCO2)CC1)Nc1ccc(F)cc1 (stereo not given) | 2 | -2 | 1 | -3 | i | -1 | -3 | 12 | -9 | 17
O=C(NCc1ccncc1)C(=O)NCC1OCCCN1S(=O)(=O)c1cc(F)ccc1F (stereo not given) | 0 | -3 | -1 | -1 | i | -5 | -3 | 2 | -7 | 24
O=C(Nc1cccc(Cl)c1)N(Cc1nc2ccccc2c(=O)[nH]1)Cc1cccs1 | -1 | 20 | 1 | -5 | i | 4 | 15 | -4 | 20 | 19
C#CCCOC(=O)N1C2=NC(C(=O)OC)=C(C(=O)OC)[C@@H]3N(C)c4ccccc4[C@]23C[C@H]1CO | -1 | 0 | -2 | -2 | i | · | 6 | -1 | 7 | 37
O=C(CN1CCN(S(=O)(=O)c2ccccc2)CC1)Nc1ccccc1Cl | 1 | -7 | 0 | 7 | i | 0 | 4 | 7 | -12 | 8
Cc1ccc(/C=N/NC(=O)Cn2nc(C)c(Br)c2C)o1 | 0 | -7 | 8 | -7 | i | 1 | 2 | 2 | 2 | 88
Clc1nccnc1N/N=C/c1ccc(Br)cc1 | 5 | 11 | -2 | 4 | i | 1 | 6 | 40 | 25 | -8
N#Cc1c(N)c(C(=O)c2ccccc2)n2c1CCC2 | 2 | 10 | -5 | 0 | i | -4 | 2 | -7 | 31 | 14
CCOC(=O)C1C(=O)NC(c2ccccc2)=NC1c1cccc(Br)c1 (stereo not given) | -2 | 1 | 0 | -2 | i | 2 | -4 | 1 | 1 | 9
Cc1ccc(C(=O)N[C@H](C(=O)OCC(=O)c2ccc[nH]2)C(C)C)cc1 | -1 | 4 | 4 | -2 | i | -1 | -2 | 9 | 12 | 17
COC(=O)CSc1nc2nc(C)c(Br)cc2[nH]1 | -2 | 3 | -2 | 5 | i | -1 | 5 | -1 | -2 | 26
CCOC(=O)c1nnsc1-c1ccc(-c2snnc2C(=O)OCC)cc1 | 1 | 0 | 2 | · | i | 1 | 0 | -1 | -3 | 16
CCOc1ccc(CCNC(=O)CSc2cc(=O)n(CC)c3ccccc23)cc1OCC | -4 | -9 | 2 | -1 | i | -6 | 1 | 1 | 5 | 28
Cc1cc(NC(=O)CCC(=O)N(c2ccc(F)cc2)C(C(=O)NC2CCCC2)c2ccncc2)no1 (stereo not given) | 0 | 0 | -2 | -4 | i | 1 | -3 | · | 4 | 7
COC(=O)CSc1nnc(NC(=O)c2ccc3c(c2)OCO3)s1 | 1 | -14 | 3 | -8 | i | 13 | 0 | 9 | -23 | 29
CC1=C(C(=O)OC(C)C)C(c2cccs2)N2C(=O)C(C)SC2=N1 (stereo not given) | -1 | 4 | 5 | -6 | i | 0 | 2 | 9 | -4 | 17
Cn1c(COc2ccc(Cl)cc2)nnc1SCC(=O)NC1CCCCC1 | -2 | 0 | 1 | 1 | i | -3 | 2 | -4 | 31 | -4
CCc1cc(C(=O)COc2ccccc2F)c(O)cc1O | 4 | · | -3 | 13 | · | -3 | 25 | 3 | · | 40
S=C(N/N=C/c1ccc2ncccc2c1)Nc1ccccc1 | 3 | ? | 0 | 9 | i | 1 | 15 | -5 | -54 | -11
Cn1/c(=N/N=C/c2ccc(N3CCOCC3)cc2)sc2ccccc21 | -1 | 19 | 0 | -2 | i | -1 | 25 | -1 | 31 | -6
COc1cccc(OCCCN2CCCCC2)c1 | -4 | 1 | 0 | -2 | i | -1 | -3 | -3 | 40 | 22
O=C(Cc1sc(Nc2ccccc2)nc1-c1ccccc1)NCc1ccccn1 | 0 | 28 | 2 | -3 | i | 0 | -4 | 1 | 21 | 20
COc1cc(NC(=S)Nc2cccnc2)cc(OC)c1OC | -5 | -16 | 0 | 4 | i | 2 | 0 | 0 | -30 | 9
CC(C)(C)OC(=O)NC(CCNC=C1C(=O)OC(C)(C)OC1=O)C(=O)O (stereo not given) | -1 | 6 | 1 | 1 | i | 0 | -1 | 11 | -6 | 11
O=C(NCCCN1CCCC1=O)c1c(O)nc2sccn2c1=O | -1 | -5 | -26 | 1 | i | · | 16 | 5 | 3 | 21
COc1ccc(CCNC(=O)C23CCC(C)(C(=O)C2Br)C3(C)C)cc1OC (stereo not given) | 4 | 3 | -3 | -2 | i | 2 | · | -5 | 5 | -2
O=C(CN1C(=O)C2CCc3[nH]c4ccccc4c3C2C1=O)N1CCCC1 (stereo not given) | · | 1 | 0 | · | i | -7 | 5 | 11 | 7 | 10
COc1cccc(OCc2nc(-c3ccc(Br)o3)no2)c1 | -5 | 0 | 1 | -10 | i | 4 | · | 9 | 14 | -83*
O=C(Nc1cccc(C(F)(F)F)c1)c1cc(-c2cccs2)on1 | -3 | 1 | 2 | -9 | i | 1 | 2 | 8 | 19 | 11
CCOC(=O)c1cc(C)nc(SC)c1C#N | 6 | -4 | -2 | 6 | i | 4 | -8 | 4 | -11 | 17
C#Cc1ccc([C@H]2C=C(C(=O)OCC=C)O[C@@H](OCCCCO)C2)cc1 | 1 | -1 | 1 | 4 | i | · | 39 | -1 | -6 | 11
COCc1cc(C)nc(SC)c1C#N | 1 | 1 | -1 | -6 | i | 0 | 1 | 3 | 0 | 19
COCCCNCCOc1ccc(C(C)(C)c2ccccc2)cc1 | 3 | 3 | -5 | 6 | i | 1 | -9 | -4 | 7 | -2
Cc1csc(NC(=O)C2CCC(C)(C(=O)O)C2(C)C)n1 (stereo not given) | 3 | 2 | 0 | -2 | i | 1 | -3 | 0 | 40 | 1
O=C(NCc1cccnc1)c1ccc(CS(=O)(=O)Cc2ccc(Cl)cc2)o1 | 0 | 1 | 5 | -5 | i | 0 | -3 | -6 | -6 | 17
O=C(NCCC1CC1(Cl)Cl)Nc1ccccc1 (stereo not given) | -2 | 0 | -1 | 10 | i | 2 | 6 | 2 | 11 | 16
O=C(CN(C1CC1)S(=O)(=O)c1ccc(S(=O)(=O)N2CCCCCC2)cc1)Nc1ccccc1 | 0 | 0 | -2 | -6 | i | 0 | -1 | 7 | 37 | 11
CCOC(=O)C1(CCc2ccccc2)CCN(Cc2ccc(C(=O)OC)cc2)CC1 | -1 | -3 | 0 | 2 | i | -1 | · | -21 | 11 | 36
COCCN(CCOC)C(=O)c1ccc(CSc2nc3ccccc3s2)cc1 | -2 | 10 | -5 | 3 | i | 1 | 2 | -11 | 22 | 19

The list goes on; it opens with the two that closed the last part.
SMILES | GSK3A inh | HSF1 inh | GSK3B inh | HDAC3 inhib | PolyA inhibitor | HSP90 inh | DYRK1A inh | Platelet DG rel | HSF1 activator | AI-2 QS modul
CCOC(=O)C1(CCc2ccccc2)CCN(Cc2ccc(C(=O)OC)cc2)CC1 | -1 | -3 | 0 | 2 | i | -1 | · | -21 | 11 | 36
COCCN(CCOC)C(=O)c1ccc(CSc2nc3ccccc3s2)cc1 | -2 | 10 | -5 | 3 | i | 1 | 2 | -11 | 22 | 19
Cc1ccc2nc(NCc3ccccc3)c(C#N)cc2c1 | -3 | 12 | 0 | · | i | 4 | -12 | -1 | 0 | 24
COc1cccc(CC(=O)OCC(=O)NC(Cc2ccccc2)C(C)=O)c1 (stereo not given) | -1 | 0 | -3 | 1 | i | · | -1 | -3 | -11 | 15
O=C(CN1C(=O)C2C3CCC(C3)C2C1=O)OCC(=O)c1cccc([N+](=O)[O-])c1 (stereo not given) | 1 | 1 | 1 | 0 | i | -4 | 2 | 1 | 9 | 37
COC(=O)c1sc2nc(CN3CCN(c4cccc(C(F)(F)F)c4)CC3)[nH]c(=O)c2c1C | 13 | 7 | 2 | -2 | i | 3 | 4 | 4 | 22 | -2
Cn1cc(Br)c(C(=O)N2CCN(c3cccc(Cl)c3)CC2)n1 | 0 | -5 | -1 | 1 | i | 7 | -1 | -1 | 2 | 11
CC(C)Oc1ccc(N2CC(C(=O)Nc3ccccc3C(=O)NC3CC3)CC2=O)cc1 (stereo not given) | -2 | 3 | -4 | · | i | · | 0 | 5 | 7 | 0
Cc1cc(N2CCOCC2)nc2ccc(NC(=S)NCCN(C)C)cc12 | 0 | 2 | 0 | -10 | i | 2 | 0 | -5 | 2 | 6
O=C(Nc1ccccc1)c1cccnc1NCCc1ccccc1 | -2 | 1 | 2 | 8 | i | 2 | -5 | -3 | 16 | -19
CC(NC(=O)Cc1ccc(S(=O)(=O)N2CCOCC2)s1)c1ccc(Cl)cc1Cl (stereo not given) | -2 | 1 | 0 | 1 | i | -5 | 1 | -6 | 2 | 14
Cc1nn(CC(=O)NCCc2ccc(Cl)cc2Cl)c(C)c1[N+](=O)[O-] | 1 | 3 | 3 | · | i | -1 | -4 | 1 | 2 | 16
O=S(=O)(NCCc1ccccn1)c1ccc(-c2ccccn2)s1 | -2 | -10 | -3 | 0 | i | 0 | 2 | -13 | -30 | 21
CCC(CC)N1CCN(Cc2nc3ccc([N+](=O)[O-])cc3c(=O)n2-c2ccccc2F)CC1 | 0 | 3 | 1 | 7 | i | 2 | -3 | -1 | 1 | 10
COc1ccc(C(CNC(=O)COc2ccc(-c3ccccc3)cc2)N2CCOCC2)cc1 (stereo not given) | -5 | 2 | 1 | -4 | i | 3 | -3 | 14 | -4 | 13
CCC(C(=O)NCCc1ccccc1OC)n1nc(C)c2c(C)n(-c3ccccc3)nc2c1=O (stereo not given) | -2 | -2 | 1 | 2 | i | -2 | -1 | -6 | -3 | 24
COc1ccc(C2C(C#N)=C(N)N(c3ccccc3C#N)C3=C2C(=O)CCC3)cc1CN1CCCC1 (stereo not given) | 6 | 1 | 1 | 5 | i | 1 | 6 | 18 | -8 | 7
O=C(Cn1cnc2ccccc2c1=O)Nc1cccc(-c2nnc3n2CCCCC3)c1 | 2 | -5 | 2 | 0 | i | 0 | 0 | 0 | -4 | 36

This is a subset; count on the stated rates, not on these rows.
